# Screening results as filed in PubChem BioAssay.
# LYPLA2 counter = LYPLA2 (human) inhibition in PME1 counter-screen; O95372; recombinant LYPLA2, FP-Rh probe fluorescence polarization; inhibition, % at 5.9 µM; 320,000 tested, 0.38% active; AID 2177;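 active = inhibition above the screen-wide mean plus 3 SD, limit set per campaign, cut at about 26% in these data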;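 also: 0% = LYPLA2 with DMSO and 100% = wells lacking LYPLA2 enzyme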
# Target sequence (O95372 whole entry, looked up): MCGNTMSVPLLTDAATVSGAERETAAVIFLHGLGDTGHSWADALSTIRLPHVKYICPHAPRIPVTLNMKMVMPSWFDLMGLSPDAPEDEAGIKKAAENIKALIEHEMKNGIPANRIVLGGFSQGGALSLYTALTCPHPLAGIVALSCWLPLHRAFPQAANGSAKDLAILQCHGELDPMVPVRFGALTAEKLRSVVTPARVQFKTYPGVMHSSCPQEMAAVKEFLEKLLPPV
# PAFAH2 FP inh = PAFAH2 (human) inhibition; Q99487; recombinant PAFAH2, FP-rhodamine activity probe, fluorescence polarization; inhibition, % at 3.39 µM; 340,000 tested, 0.99% active; AID 492956;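 active = inhibition above the mean over all tested compounds plus 3 SD, cut at about 30% in these data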;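 also: inhibitors block probe labeling of enzyme so polarization drops; 0% = enzyme with DMSO and 100% = wells lacking PAFAH2 protein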
# LYPLA1 inh = LYPLA1 (human) inhibition in PME1 counter-screen; inhibition, % at 5.9 µM; AID 2174; O75608; recombinant LYPLA1, FP-Rh probe fluorescence polarization; 320,000 tested, 0.16% active;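 active = inhibition above the mean of all tested compounds plus 3 SD, set per campaign, cut at about 14% in these data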;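 also: inhibitors block serine hydrolase probe labeling of LYPLA1 so polarization falls; 0% = enzyme with DMSO and 100% = wells lacking LYPLA1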
# GSTO1 counter = blocks human GSTO1 in RBBP9 counter-screen; P78417; recombinant GSTO1, activity-based probe fluorescence polarization; inhibition, % at 5.96 µM; 300,000 tested, 1.1% active; AID 1974;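 active = inhibition above the campaign mean inhibition plus 3 SD, cut at about 35% in these data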;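 also: 0% = GSTO1-1 with DMSO and 100% = wells lacking GSTO1-1 enzyme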
# PAFAH1B2 FP inh = inhibitors of human PAFAH1B2 | P68402 | recombinant PAFAH1B2, FP-rhodamine activity probe, fluorescence polarization | inhibition, % at 3.39 µM | 340,000 tested, 1.2% active | AID 492953;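 active = inhibition above the mean of all tested compounds plus 3 SD, cut at about 24% in these data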;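 also: 0% = enzyme with DMSO and 100% = wells lacking PAFAH1B2; many of its hits are not listed in these tables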
# Target sequence (P68402 whole entry, looked up): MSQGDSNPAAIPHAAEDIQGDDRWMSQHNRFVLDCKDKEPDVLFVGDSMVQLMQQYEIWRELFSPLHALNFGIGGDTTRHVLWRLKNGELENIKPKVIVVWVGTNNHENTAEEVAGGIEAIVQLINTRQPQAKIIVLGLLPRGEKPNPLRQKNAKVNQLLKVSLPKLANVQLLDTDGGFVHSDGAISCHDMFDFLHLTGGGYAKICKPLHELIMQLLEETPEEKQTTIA
# PAFAH1B3 inh = blocks human PAF acetylhydrolase 1B catalytic subunit 3; recombinant PAFAH1B3, FP-rhodamine probe, fluorescence polarization; 340,000 tested, 0.28% active; AID 492972; inhibition, % at 3.39 µM;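 active = inhibition above the screen-wide average of all tested compounds plus 3 SD, cut at about 25% in these data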;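 also: 0% = enzyme with DMSO only and 100% = wells lacking PAFAH1B3 protein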
# Target sequence (Q15102 whole entry, looked up): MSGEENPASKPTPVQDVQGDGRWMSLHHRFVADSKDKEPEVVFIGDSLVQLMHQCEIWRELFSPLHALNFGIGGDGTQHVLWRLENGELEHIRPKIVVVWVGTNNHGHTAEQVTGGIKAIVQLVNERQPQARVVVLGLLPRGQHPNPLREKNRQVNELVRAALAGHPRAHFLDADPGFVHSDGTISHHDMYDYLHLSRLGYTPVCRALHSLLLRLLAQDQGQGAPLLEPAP
# PME-1 primary = PME-1 (human) inhibition; AID 2130; 320,000 tested, 0.53% active; Q9Y570; recombinant PME-1, FP-Rh probe fluorescence polarization; inhibition, % at 5.9 µM;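 active = inhibition above the campaign mean of all compounds plus 3 SD, cut at about 26% in these data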;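 also: competitive labeling of PME-1 active site by serine hydrolase directed probe; 0% = PME-1 with DMSO and 100% = wells lacking PME-1 enzyme; inhibitors block probe labeling so polarization falls and inhibition rises; many of its hits are not listed in these tables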
# Target sequence (Q9Y570 whole entry, looked up): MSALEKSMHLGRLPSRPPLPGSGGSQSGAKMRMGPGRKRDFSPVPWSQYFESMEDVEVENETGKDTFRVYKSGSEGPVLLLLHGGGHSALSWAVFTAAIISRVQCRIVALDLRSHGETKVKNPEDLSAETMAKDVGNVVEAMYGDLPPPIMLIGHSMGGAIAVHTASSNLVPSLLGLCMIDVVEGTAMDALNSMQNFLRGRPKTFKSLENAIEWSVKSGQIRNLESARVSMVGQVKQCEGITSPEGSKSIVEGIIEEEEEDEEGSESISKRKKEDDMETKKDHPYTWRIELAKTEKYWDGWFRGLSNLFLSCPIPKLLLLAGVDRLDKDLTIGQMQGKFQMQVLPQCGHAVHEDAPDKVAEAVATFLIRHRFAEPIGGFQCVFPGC
# PAD4 FP inh = inhibitors of human PAD4. recombinant PAD4, RCA probe fluorescence polarization. inhibition, % at 6.36 µM. 330,000 tested, 0.41% active. AID 485272;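 active = percent inhibition above a cutoff equal to the mean of all tested compounds plus 3 SD, cut at about 15% in these data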;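 also: 0% = PAD4 with RCA probe and DMSO and 100% = probe without PAD4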
# pPAFAH inh = inhibitors of human plasma PAF acetylhydrolase (pPAFAH); Q13093; recombinant pPAFAH, FP-rhodamine probe fluorescence polarization; inhibition, % at 3.39 µM; 330,000 tested, 1.5% active;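 active = inhibition above the mean inhibition across the screen plus 3 SD, cut at about 25% in these data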;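 also: inhibitors block binding of the rhodamine activity-based probe so polarization drops; 0% = enzyme with DMSO and 100% = wells lacking pPAFAH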
# An asterisk follows results filed as active; x = not tested or not shown. This is a subset; the hit share may differ from the screen's.
SMILES,LYPLA2 counter,PAFAH2 FP inh,LYPLA1 inh,GSTO1 counter,PAFAH1B2 FP inh,PAFAH1B3 inh,PME-1 primary,PAD4 FP inh,pPAFAH inh
C/C(CC(=O)Nc1ccc(N(C)C)cc1)=N\NC(=O)c1ccc(Cl)cc1Cl,-1,12,-1,3,0,12,-3,-1,9
CC1(CCC(=O)N2CCCC(Nc3ccc(F)cc3)C2)CC1 (stereo not given),1,2,-2,1,29*,8,-1,-2,-4
N#Cc1c(N)sc2c1CCN(C(=O)OCc1ccccc1)C2,13,6,1,-2,0,8,6,1,9
COCCn1c(N)c(N(Cc2ccccc2)C(=O)CSCC(=O)Nc2ccc(OC)cc2)c(=O)[nH]c1=O,4,-1,0,6,4,13,0,3,-1
COc1ccc(N2CCN(Cc3nc4ccsc4c(=O)[nH]3)CC2)cc1,0,-1,-1,1,1,5,-4,-2,0
Cc1ccc(/C=N/NC(=S)NC2CCCCC2)o1,-4,2,-2,-8,1,2,5,-1,1
Cn1c(=O)c2c(nc(SCC(=O)Nc3ccccc3N3CCCCC3)n2C)n(C)c1=O,-2,0,2,-1,14,8,6,6,2
CCn1c(SCC(=O)Nc2ccccc2-c2ccccc2)nnc1-c1ccoc1C,5,2,1,8,5,8,2,1,-4
COc1ccc(C(=O)/C=C/NCc2ccc(C)cc2)cc1,-6,3,0,-7,17,2,4,2,3
NC(=S)NNc1cccc(Cl)c1,6,1,6,11,3,2,3,3,1
Cc1ccc(S(=O)(=O)N2C(=O)C(c3ccccc3)SC2=Nc2ccccc2)cc1 (stereo not given),-10,5,-3,2,7,8,-1,-3,4
CCC(C)n1c(SCC(=O)/C(C#N)=C(\C)N)nc2ccccc2c1=O (stereo not given),7,1,-1,6,-4,5,4,-1,4
CS(=O)(=O)c1ccccc1-c1nc(-c2ccc([N+](=O)[O-])cc2)no1,8,8,-3,-1,-3,6,-3,-6,1
O=c1c(OC2OC(CO)C(O)C(O)C2O)c(-c2ccc(O)c(O)c2)oc2cc(O)cc(O)c12 (stereo not given),-18,-7,-9,26,3,46*,-16,2,29*
CCC1=Nc2cc(C(=O)NCCCOC(C)C)ccc2Sc2ccccc21,3,-3,-5,1,-3,6,-7,1,8
Cc1ccc(C(=O)NNC(=S)NC(=O)COc2ccccc2)cc1,1,0,4,6,3,12,-3,-2,1
CCCC1(CCC)NC(=O)N(CC(=O)Nc2ccccc2OC)C1=O,1,-3,-1,1,4,2,-7,2,1
C=CCN1C(=O)/C(=C\C=C2\N(C)c3ccccc3C2(C)C)SC1=S,-38,-4,-19,-41,-16,-54,-43,-27,-7
COc1ccc(CCNC(=O)COc2ncnc3ccccc23)cc1OC,5,-2,1,3,2,5,1,1,3
O=C(N/N=C/c1c(O)ccc2ccccc12)c1ccc(CO)nc1,-1,6,-5,14,17,14,7,2,24
COC(=O)c1cnc(Nc2cccc(C(F)(F)F)c2)c([N+](=O)[O-])c1,12,3,4,13,3,2,2,2,1
C[C@@]12C(=O)Nc3cc(F)c(F)cc3C(=O)N1[C@H]1c3cc(Cl)ccc3OC[C@@H]1[C@@H]2c1ccccc1,x,-42,x,x,-19,-31,x,-4,-14
O=C1CSC(c2ccc(F)cc2)N1c1nc2ccccc2s1 (stereo not given),2,-3,0,2,3,5,-1,-2,-10
COc1cc(C)c(C(=O)CSc2nnc(CNC(=O)c3ccco3)n2C)cc1C,7,3,-1,4,7,0,3,1,2
Cn1c(-c2ccccc2)n[nH]c1=S,5,-3,1,-2,0,9,5,0,6

# Part of the list above, limited to LYPLA1 inh, GSTO1 counter and PAD4 FP inh.
mol | LYPLA1 inh | GSTO1 counter | PAD4 FP inh
C/C(CC(=O)Nc1ccc(N(C)C)cc1)=N\NC(=O)c1ccc(Cl)cc1Cl | -1 | 3 | -1
CC1(CCC(=O)N2CCCC(Nc3ccc(F)cc3)C2)CC1 (stereo not given) | -2 | 1 | -2
N#Cc1c(N)sc2c1CCN(C(=O)OCc1ccccc1)C2 | 1 | -2 | 1
COCCn1c(N)c(N(Cc2ccccc2)C(=O)CSCC(=O)Nc2ccc(OC)cc2)c(=O)[nH]c1=O | 0 | 6 | 3

# (further entries)
SMILES,LYPLA2 counter,PAFAH2 FP inh,LYPLA1 inh,GSTO1 counter,PAFAH1B2 FP inh,PAFAH1B3 inh,PME-1 primary,PAD4 FP inh,pPAFAH inh
CCCc1cc(=O)oc2cc(C)cc(OCC(=O)N[C@@H](CSCc3ccccc3)C(=O)O)c12,3,5,3,-13,2,-3,6,-4,17
COc1ccc(O)c(C2(O)C(=O)c3ccccc3C2=O)c1,1,0,1,-6,-2,3,4,0,-1
O=C(NCCN1CCOCC1)c1noc2c1CCc1ccccc1-2,-3,6,-2,10,1,11,-4,-1,1
O=C(CCN1C(=O)S/C(=C\c2ccccc2)C1=O)Nc1ccc(S(=O)(=O)Nc2nccs2)cc1,6,5,1,-4,-3,-8,2,-6,7
Cc1ccc(-c2csc(NC(=O)c3c(C)noc3C)n2)s1,x,2,x,x,-1,10,x,0,-1
C[C@@]12C(=O)N(c3cccc(F)c3)C(=O)N1[C@H](c1ccc(Cl)cc1)[C@@H]1C(=O)N(C3CCCCC3)C(=O)[C@@H]12,-2,-2,0,-2,-2,1,2,-1,3
O=c1cc(N2CCCC2)[nH]c(=O)n1-c1ccc(Cl)cc1,-1,4,2,-4,8,7,0,-1,5
CCC(CO)N=CC1=C(O)C(C(=O)c2ccccc2)CCC1=O (stereo not given),-6,2,-2,-4,4,5,-6,-2,3
O=C(OCc1cncs1)c1cccs1,-5,1,-3,7,-2,5,0,-3,-1
O=C(Nc1ccc2c(c1)OCCO2)c1cc2ccccc2o1,-5,3,0,6,9,3,-8,-4,2
COc1ccc(NC(=O)CSc2c3c(nc4cc(Cl)ccc24)CCCC3)cc1OC,-1,6,-2,-41,3,-3,1,7,-4
Fc1ccccc1N1CCN(C(c2ccccn2)c2nnnn2C2CCCCC2)CC1 (stereo not given),-1,0,0,7,3,6,-2,-2,9
O=C(O)C1CCN(c2ncccn2)CC1,5,-6,2,19,1,1,-1,1,1
CCCCNC(=O)CC1N=C2c3ccccc3N=C(SCC(=O)Nc3cccc(OC)c3)N2C1=O (stereo not given),-1,4,-5,-9,1,8,4,-1,-1
O=c1c2ccccc2nc(N/N=C/c2c(O)ccc3ccccc23)n1O,-5,0,-1,5,3,11,34*,-2,34*
C[C@H](CO)N1C[C@H](C)[C@@H](CN(C)CC2CCCCC2)Oc2c(NC(=O)C3CC3)cccc2C1=O,x,3,x,x,2,11,x,3,1
C(/C=C/c1ccccc1)=N/N1CCN(c2ccccc2)CC1,-2,-3,-2,3,0,0,5,-1,-3
COCCSc1ccccc1C(=O)Nc1cc(C)cc(C)c1,-3,0,0,4,4,7,-2,1,1
Nc1c(NCCN2CCCCC2)c2ccccc2oc1=O,4,2,3,11,4,9,2,-3,5
CC(C)N1CCN(C2CSCCSC2)CC1CCO (stereo not given),2,-4,0,2,4,10,1,-1,1
Cc1ccc(-c2nnc(SCC(N)=O)nc2-c2ccc(C)cc2)cc1,1,1,1,6,-2,0,-7,-4,2
O=C(NC(=S)Nc1ccc(Cl)cn1)c1cc([N+](=O)[O-])ccc1N1CCOCC1,-5,-4,-3,2,5,11,-1,-5,3
CCc1nonc1NC(=O)c1oc2cc(C)c(Cl)cc2c1C,13,-5,5,-2,-6,9,-4,-2,7
CN1C(=O)c2cccc3c(S(N)(=O)=O)ccc1c23,3,8,2,3,1,6,6,1,2
CC(=O)N1CCN(c2cc3c(cc2F)c(=O)c(C(=O)O)cn3C2CC2)CC1,-3,4,6,5,-1,9,-3,0,-3

# (continued)
SMILES,LYPLA2 counter,PAFAH2 FP inh,LYPLA1 inh,GSTO1 counter,PAFAH1B2 FP inh,PAFAH1B3 inh,PME-1 primary,PAD4 FP inh,pPAFAH inh
COc1cc2c(cc1OC)CN(C(=S)Nc1c(C)cccc1C)CC2,5,-3,3,-4,4,1,6,1,0
O=C(CSc1nc(Nc2ccccc2)nc(N2CCOCC2)n1)Nc1cccc([N+](=O)[O-])c1,-40,-35,-35,-19,-1,-2,-43,2,2
Cc1cccc(C)c1OCC(O)Cn1ccnc1C (stereo not given),-2,-7,-3,0,-1,5,1,0,3
COC(=O)c1cc(NC(=O)c2c(-c3ccccc3)noc2C)ccc1N1CCOCC1,-6,5,-1,3,-1,3,-4,-3,3
CCCCCCCCCC(=O)N1CCN(c2cc3c(cc2F)c(=O)c(C(=O)O)cn3CC)CC1,3,-3,2,-4,3,-2,-4,0,4
CC(C)(C)NC(=O)C(c1cccs1)N(Cc1ccco1)C(=O)c1csnn1 (stereo not given),-4,-11,3,1,8,-5,-2,-2,-4
CCN(CC)S(=O)(=O)c1cnccc1N1CCN(c2cccc(Cl)c2)CC1,-7,-2,0,0,3,9,-1,-2,8
O=C(CN1C(=O)S/C(=C\c2ccc(C(=O)O)cc2)C1=O)Nc1ccccc1,58*,-5,2,-18,2,7,1,-5,-3
CCN(CC)CCNC(=O)c1ccc2c(=O)n(C3CCCC3)c(=S)[nH]c2c1,1,5,6,10,9,3,2,0,2
COc1ccc(OC)c(C(=O)c2ccc(C(=O)Nc3ccc(NC(C)=O)cc3)cc2)c1,14,-4,0,-3,1,0,2,-1,-3
C/C(=C\C(=O)C(F)(F)F)Nc1ccc(C(F)(F)F)cc1,2,0,0,2,4,12,-4,0,1
COc1ccccc1CNC(=O)CN1CCN(S(=O)(=O)c2cccs2)CC1,8,5,-2,4,-1,3,17,3,6
CCOC(=O)Cn1c(CN2CCOCC2)nc2c1c(=O)n(C)c(=O)n2C,8,-5,4,0,-4,3,-2,0,0
CCN1CCN(C(=O)C2CCCN(S(=O)(=O)c3cc(Cl)ccc3Cl)C2)CC1 (stereo not given),1,-2,0,-1,5,8,8,-1,5
CCCc1nnc(NC(=O)Cn2c(=O)sc3ccccc32)s1,4,7,0,-8,8,2,0,-6,6
CCc1n[nH]c(=S)n1/N=C/C(C)=C\c1ccccc1,-1,0,3,3,7,12,-2,1,5
COc1cccc(CNC(=O)c2cnc(-c3ccccn3)nc2C(F)(F)F)c1,7,-2,0,13,6,-3,2,-1,4
O=C(Nc1ccccc1C(F)(F)F)N1CCN(c2ccccn2)CC1,7,-2,5,5,-4,-7,-2,-3,7
C=C(C(=O)c1ccccc1)C(c1ccccc1)C(C)C(=O)c1ccccc1 (stereo not given),-10,-5,-4,2,-4,-6,-13,4,3
CN(C)CCNc1oc(COc2ccc(Cl)cc2Cl)nc1C#N,-4,1,-5,8,0,-4,1,1,-5
C=CCn1c(SCC(=O)Nc2cc(C)c(Cl)cc2OC)nnc1-c1ccco1,0,5,0,-1,7,1,6,-1,4
CCN(CCn1cccn1)C(=O)CCc1nnc(-c2ccc3c(c2)OCO3)o1,5,4,1,2,-1,3,-1,-1,1
COc1ccccc1/C=C/C(=O)OCC(=O)c1c(N)n(C)c(=O)n(C)c1=O,-1,-2,1,0,3,6,8,-6,-4
Cc1ccc(C(=O)NCC(=O)NC2CCCCCC2)cc1,-5,3,0,3,-1,0,-5,-8,-5
Cc1ccc(NC(=O)NNC(=O)c2ccccc2)cc1,-3,-2,0,4,3,-4,5,-3,4
COc1ccccc1NC(=O)CCC(=O)OC(C)C(=O)c1ccccc1 (stereo not given),-5,-6,0,8,5,0,1,-1,-4
O=C(NCc1ccccn1)Nc1ccc2c(c1)OCO2,3,-5,0,4,1,0,-1,2,3
CCn1c(SCC(=O)Nc2ccc(OC)c(OC)c2)nnc1-c1cccs1,0,-4,1,-1,4,5,1,-4,0
